Luc counter = Counterscreen for Luciferase (Kinase-Glo TM) Inhibition. actives 0.28% (n = 200,000). AID 1379, 2008. Potency, µM (series often up to 38.3 µM), without a hit: at the highest dose activity change, negative = inhibition, hits mostly inhibitors. Kinase-Glo luciferase, ATP luminescence, 8 min. Luciferin 4-monooxygenase (Photuris pensylvanica), Q27757; further: potency means the concentration at half of the fitted maximal effect; on the % scale 0 is the no-effect control and ±100 the full control effect; nearly all actives have a fitted effect of over 60% in size
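Compound is pinned into ATP-containing buffer (10 uM ATP, imidazole pH 7.2, 7 mM MgCl2). Kinase-Glo luciferase reagent is then added. Light output is recorded following an 8-min room-temperature incubation.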
Lamin A splicing = qHTS Assay for Modulators of Lamin A Splicing; Potency, µM (top dose mostly 46.1 µM), without a hit: at the top dose ratio change, negative = inhibition, usual class: inhibitors; AID 1487, 2009; actives 0.01% (n = 200,000); HeLa LMNA splicing GFP/RFP minigene ratio, 48 h; active means well fitted inhibition curve with a large enough effect in the signal ratio, with a control signal flat, not every such curve was filed as active; inconclusive means small, poorly fitted or top-dose-only effect, or effect the other way, or a change in a side signal; the % refers to the signal ratio; further: potency means the concentration at half of the fitted maximal effect; on the % scale 0 is the no-effect control and ±100 the full control effect
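Read-out is the ratio of GFP to DsRed2 object intensity, acquired by 488 nm laser-scanning cytometry on HeLa lamin A-EGFP minigene reporter cells. Compound incubation 48 hrs at 37 °C in Opti-MEM with 2% FBS; DMSO 0.5% final.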
aGal spleen mod = qHTS Assay for Inhibitors and Activators of Human alpha-Galactosidase From Spleen Homogenate | Alpha-galactosidase A (Homo sapiens), P06280 | human spleen homogenate, 4MU-alpha-Gal fluorescence, 40 min | Potency, µM (highest dose often 80 µM), inactives show at the highest dose activity change, negative = inhibition, hits mostly inhibitors | actives 0.008% (n = 240,000);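 further: potency means the concentration at half of the fitted maximal effect; 0% = enzyme with vehicle and -100% = no enzyme basal signal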
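Inhibition or activation of alpha-galactosidase in human spleen homogenate is scored by 4-MU fluorescence after 40 min at 37C, pH 5.0, with 1 mM substrate. AC50s come from concentration-response fitted to the Hill equation.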
NPSR antagonist = qHTS Assay for Antagonists of the Neuropeptide S Receptor: cAMP Signal Transduction. AID 1461, 2008. Potency, µM (titrated, usually from 38.3 µM), for the others: at the top dose activity change, negative = inhibition, usual class: inhibitors. actives 1% (n = 220,000). Q6W5P4. CHO-NPSR cells, cAMP TR-FRET, antagonist mode; further: potency means the concentration at half of the fitted maximal effect; on the % scale 0 is the no-effect control and ±100 the full control effect; nearly all actives have a fitted effect of over 50% in size; many of its hits are not listed in these tables
Target sequence (Q6W5P4 whole entry, looked up): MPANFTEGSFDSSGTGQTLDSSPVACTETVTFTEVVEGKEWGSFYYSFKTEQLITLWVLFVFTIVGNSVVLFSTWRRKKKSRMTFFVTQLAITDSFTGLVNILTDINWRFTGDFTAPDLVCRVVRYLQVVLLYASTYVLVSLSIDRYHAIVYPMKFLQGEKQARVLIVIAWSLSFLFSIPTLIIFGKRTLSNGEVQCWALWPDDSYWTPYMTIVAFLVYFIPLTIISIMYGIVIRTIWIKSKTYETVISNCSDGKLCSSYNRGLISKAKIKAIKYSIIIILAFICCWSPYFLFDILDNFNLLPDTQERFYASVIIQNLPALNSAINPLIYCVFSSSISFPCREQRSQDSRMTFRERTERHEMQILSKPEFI
CBFb-RUNX1 inh = qHTS Assay for Compounds Blocking the Interaction Between CBF-beta and RUNX1 for the Treatment of Acute Myeloid Leukemia. 230,000 tested, under 10 active. AlphaScreen CBFb-His/RUNX1-biotin binding, biochemical. Potency, µM (series often up to 59.8 µM), for inactives: at the top dose activity, negative = inhibition, usual class: inhibitors. Runt-related transcription factor 1 (Homo sapiens) + Core-binding factor subunit beta …. AID 1477, 2009; further: % of control where 0% means no effect
Target sequence (Q01196 whole entry, looked up): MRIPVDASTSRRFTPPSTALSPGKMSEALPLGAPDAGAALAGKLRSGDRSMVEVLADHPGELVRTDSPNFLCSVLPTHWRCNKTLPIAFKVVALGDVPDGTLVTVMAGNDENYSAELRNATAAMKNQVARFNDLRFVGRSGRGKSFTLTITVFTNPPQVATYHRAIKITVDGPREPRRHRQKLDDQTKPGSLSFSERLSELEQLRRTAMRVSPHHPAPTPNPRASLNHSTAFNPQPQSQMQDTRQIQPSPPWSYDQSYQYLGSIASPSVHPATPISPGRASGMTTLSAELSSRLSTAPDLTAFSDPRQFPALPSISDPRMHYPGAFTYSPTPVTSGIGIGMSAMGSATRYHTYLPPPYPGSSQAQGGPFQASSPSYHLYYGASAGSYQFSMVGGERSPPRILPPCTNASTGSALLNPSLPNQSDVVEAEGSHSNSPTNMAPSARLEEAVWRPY
Target sequence (Q13951 whole entry, looked up): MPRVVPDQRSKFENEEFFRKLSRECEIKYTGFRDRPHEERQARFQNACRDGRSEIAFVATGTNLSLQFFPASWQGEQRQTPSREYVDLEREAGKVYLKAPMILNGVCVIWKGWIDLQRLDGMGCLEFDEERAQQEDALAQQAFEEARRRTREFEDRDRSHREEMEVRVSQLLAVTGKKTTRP
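Bead-based AlphaScreen assay; binding partners His-tagged CBF-beta and biotinylated RUNX1 at 30 nM each. Compound exposure 15 min after a 20-min protein preincubation; bead step 90 min; all steps at room temperature.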
IMPase Li inh = qHTS Assay for Identifying the Cell-Membrane Permeable IMPase Inhibitors: Potentiation with Lithium; CHO-M1 cells, IP1 TR-FRET (IP-One), carbachol + lithium; Potency, µM (series often up to 59.4 µM), inactives show top-dose activity, negative = IMPase inhibition, hits mostly inhibitors; actives 0.35% (n = 210,000); AID 1457, 2008;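 further: IP1 builds up when IMPase is blocked and the TR-FRET signal falls; potency means the concentration at half of the fitted maximal effect; plate controls were basal vehicle for no effect and high inhibitor control for full effect; nearly all actives have a fitted effect of over 50% in size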
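Steps: plate 2000 CHO-M1 cells per well and culture 16–30 h; add compound and lithium; incubate 30 min, 37C; add d2-IP1 tracer and Eu cryptate anti-IP1 antibody in lysis buffer; read after 10 min at room temperature.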
Epigenetic derep = Quantitative High-Throughput Screen for Regulators of Epigenetic Control. Potency, µM (titrated, usually from 53.9 µM), inactives show at the top dose GFP activation, most hits filed as activators. actives 0.2% (n = 280,000). AID 1865, 2009. murine LDR cells, GFP reporter derepression, 30 h; further: potency means the concentration at half of the fitted maximal effect; % of control where 0% means no effect; nearly all actives have a fitted effect of over 60% in size
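Readout is the number of GFP-expressing murine LDR cells, counted by cytometry following washing. Cells were treated with compound for 30 h at 37 C; the stably integrated CMV-GFP locus is normally silent.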
* marks the source's active call; other numbers are inactive results; ? = inconclusive; nt = not tested or not shown; [ ] = another dose, or the depositor's remark. Unless noted, the call rests on the fitted dose curve; in most records, active means well fitted curve in the direction sought with a large enough effect; inconclusive means small, poorly fitted or top-dose-only effect, or another doubt; inactive means no such curve, though single readings can be large; an effect the other way counts as inactive or inconclusive. Not all compounds are listed; count on the stated rates, not on these rows.

SMILES | Luc counter | Lamin A splicing | aGal spleen mod | NPSR antagonist | CBFb-RUNX1 inh | IMPase Li inh | Epigenetic derep
C/C(=N/NC(=O)c1ccccn1)c1c[nH]c2ccccc12 | nt | nt | 2% | -14% | -3% | nt | 0.0%
CN(C(=S)Oc1ccc(C(=O)Nc2ccccc2)cc1)c1ccccc1 | -2% | ? | 1% | -19% | 14% | 8% | -2.2%
COCCN(Cc1cc2ccc(C)cc2n2nnnc12)Cc1nnnn1C(C)(C)C | 0% | -10% | 5% | -22%[46.1 µM] | 5% | -5% | -2.0%
O=C(Nc1nc(-c2ccc(F)cc2)cs1)c1ccc(N2C(=O)CCC2=O)cc1 | -1% | ? | 6% | -16% | 1%[2.36 µM] | -2% | 0.5%
O=C(Cc1ccsc1-c1ccccc1)NO | 7% | 14% | -8% | 4%[46.1 µM] | 1% | 13%[38.3 µM] | 3.6%
Cc1ccc(/C=N/NC(=O)C(C)Oc2ccccc2[N+](=O)[O-])s1 (configuration not stated) | -1% | 5% | -1% | 0% | 7% | 0% | -2.0%
CCN(CC(=O)Nc1cccc(OC)c1)C(=O)c1ccc(C)s1 | -3% | -2% | 5% | ? | 1% | 22%[38.3 µM] | -0.1%
CC(C)CC(NC(=O)OC(C)(C)C)C(=O)NC(C(=O)NC(C)C(N)=O)C(C)C (configuration not stated) | -2% | -6% | -4% | 0%[46.1 µM] | -4% | -3% | 4.5%
COc1ccc(NC(=O)C2CCN(C(=O)c3ccc(OC)cc3)CC2)cc1 | 0% | 3% | 20% | -2%[46.1 µM] | -7% | 34%[38.3 µM] | -0.8%
NNC(=O)c1cccc(COc2ccc(Br)cc2)c1 | -1% | -10% | -2% | 17% | -6% | 6% | -1.0%
O=C(C1CCN(c2nnc(-n3cccc3)s2)CC1)N1CCOCC1 | 1% | -6% | -4% | -1%[46.1 µM] | -4% | 26%[38.3 µM] | 0.0%
COC(=O)/C=C1\N/C(=N\c2nc(C)cc(C)n2)N(c2ccccc2)C1=O | nt | nt | -7% | 13% | -6% | nt | 0.9%
CCn1c(SCc2nc3sc(C(=O)O)c(C)c3c(=O)[nH]2)nc2ccccc21 | -3% | -2% | -14% | -13%[46.1 µM] | ? | 33%[38.3 µM] | 0.1%
O=C(CN1CCN(Cc2ccccc2)CC1)c1ccc(Br)cc1 | -4% | 18% | -9% | -15%[46.1 µM] | 2% | -20%[38.3 µM] | 8.5%
CC1Cc2ccccc2N1c1ncnc2nc[nH]c12 (configuration not stated) | -3% | ? | 5% | 8% | -8% | 2% | -1.0%
O=C(/C=C/c1cccs1)Nc1ccc(N2CCOCC2)c(S(=O)(=O)Nc2cc(Cl)ccc2Cl)c1 | 0% | 3% | -1% | -29% | 0% | 2% | 3.2%
O=C(CSc1ccc(-c2cccnc2)nn1)c1ccc([N+](=O)[O-])cc1 | 1% | nt | -15% | -15% | -14% | 3% | -0.1%
CCOC(=O)c1c(C)[nH]c(C)c1C(=O)CSc1nc2ccccc2n1CCOC | nt | -5% | -18% | -16%[46.1 µM] | -5% | nt | -0.9%
CCOc1ncccc1C(=O)Nc1ccc2c(c1)OCO2 | 0% | nt | 6% | 9% | -5% | 11% | -0.1%
Cc1ccc(C(=O)NC(=O)OCCn2c(C)cnc2[N+](=O)[O-])cc1 | 2% | -4%[9.22 µM] | 0% | 16% | 0% | 4% | -1.1%

Just Luc counter and Epigenetic derep, for 2 of the compounds above:
| molecule | Luc counter | Epigenetic derep |
| --- | --- | --- |
| O=C(C1CCN(c2nnc(-n3cccc3)s2)CC1)N1CCOCC1 | 1% | 0.0% |
| CN(C(=S)Oc1ccc(C(=O)Nc2ccccc2)cc1)c1ccccc1 | -2% | -2.2% |

More records
SMILES | Luc counter | Lamin A splicing | aGal spleen mod | NPSR antagonist | CBFb-RUNX1 inh | IMPase Li inh | Epigenetic derep
Cc1cc(C)n2nc(SCc3nnc(-c4ccccc4Br)o3)nc2n1 | 2% | nt | 0% | -2% | 0% | 3% | -1.9%
Cc1ccc(C)c(NC(=O)Cn2nnc(-c3ccc(N4CCOCC4)cc3)n2)c1 | 1% | ? | -6% | 2% | 8% | -12% | 2.7%
O=C(OCC(=O)N1c2ccccc2Sc2ccccc21)c1ccc[n+]([O-])c1 | -4% | -2%[46 µM] | -4% | 3% | -2% | -2% | 2.7%
FC(F)(F)c1cc(-c2ccco2)nc(NCc2ccc(Cl)cc2)n1 | 1% | ? | 5% | -6%[46.1 µM] | 15% | 24%[38.3 µM] | 1.0%
CCOC(=O)C(Cc1ccccc1)NC(=O)Cn1nnc(-c2ccccc2)n1 (configuration not stated) | 0% | -4% | -9% | -14%[46.1 µM] | 5% | 10%[38.3 µM] | -0.4%
COc1ccc(/C=N/NC(=O)Cc2cc(OC)c(OC)cc2[N+](=O)[O-])cc1 | 2% | -14% | -23% | 4% | 3% | 1% | -3.2%
Cc1cccc(C(=O)/C=C2/c3ccccc3CC(C)(C)N2C)c1 | 4% | -4% | 5% | -13%[46.1 µM] | -4% | 22%[38.3 µM] | 3.5%
Cn1ncc(S(=O)(=O)Cc2ccccc2)c(Cl)c1=O | nt | nt | -12% | ? | 7% | nt | ?
COc1ccc(OCC(=O)Nc2ccccc2C(=O)N2CCOCC2)cc1 | 2% | 10%[46 µM] | 4% | -4% | -3% | 11% | 4.5%
Cc1cc(NS(=O)(=O)c2ccc(NC(=O)C(C)Oc3ccc(Cl)cc3)cc2)no1 (configuration not stated) | 1% | 27% | 13% | -19%[46.1 µM] | 1% | 11%[38.3 µM] | -0.9%
COc1ccc(S(=O)(=O)Cc2ccc(C(=O)NCCCN3CCc4ccccc4C3)o2)cc1 | 6% | -17% | -2% | -10%[46.1 µM] | 3% | 4%[38.3 µM] | 4.0%
C(=C\c1ccccc1)/C=N/n1cnnc1 | -5% | 13% | 13% | -4%[46.1 µM] | 2% | -17%[38.3 µM] | -3.0%
Cc1cc(=O)[nH]c(SCCOc2ccc(OC(C)C)cc2)n1 | -20% | ? | 3% | -31%[46.1 µM] | 6% | 55%[activator][38.3 µM] | 0.0%
CC1CCC(N2CC(=O)N(Cc3ccc4c(c3)OCO4)C(c3ccc(F)cc3)C2=O)CC1 (configuration not stated) | 15% | ? | -4% | ? | 1% | 44%[activator][38.3 µM] | -0.1%
C/C(N)=C(/C#N)C(=O)COC(=O)c1cc2c(s1)CCC(C)C2 (configuration not stated) | -1% | 1%[46 µM] | 0% | -14% | 2% | 13% | 3.5%
Cc1cc(C)n(/N=C/c2ccc(C(C)C)cc2)c(=O)c1C#N | 0% | 2% | -7% | 4% | ? | 17% | -6.1%
CCSc1nnc2n(N)c(=O)c3ccccc3n12 | -1% | -10% | -3% | -12%[46.1 µM] | 0% | -1%[38.3 µM] | 0.0%
CCOC(=O)CSc1cc(=O)n(C)c2cc(Cl)ccc12 | 5% | -15% | -11% | -26%[46.1 µM] | 4% | ? | 0.0%
O=C(NCCOC(=O)c1ccc(Cl)cc1)c1cccnc1 | 3% | 7% | -5% | -7%[46.1 µM] | -3% | 21%[38.3 µM] | -0.3%
CCC(C)NC(=O)CCn1c(-c2ccccc2)cc(C(C)=O)c1C (configuration not stated) | -1% | 6% | -8% | 9% | -7% | 1% | -0.9%
COc1ccc(-c2csc(NC(=O)CSc3nnc(Nc4ccccc4C)s3)n2)cc1 | -1% | ? | -4% | 1% | 0% | -4% | 2.1%
Cc1ccc(Cn2c3ccccc3c3cn[nH]c(=O)c32)cc1 | 2% | 1% | 5% | -17%[46.1 µM] | 19% | 23%[38.3 µM] | 2.3%
Cc1ccc(S(=O)(=O)Oc2ccccc2/C=C2/SC(=O)NC2=O)cc1 | nt | nt | -2% | 51% | -1% | nt | 1.0%
C=CCn1c(SCc2c(F)cccc2Cl)nnc1-c1ccco1 | nt | -9% | -11% | -5%[46.1 µM] | 2% | nt | -5.7%
CC1CCN(C(=O)CN(c2cccc(F)c2)S(C)(=O)=O)CC1 | -6% | nt | 5% | -15% | 0% | 14% | 0.0%
CC1CC(C)CN(CCC(=O)Nc2ccc3c(c2)CCC3)C1 (configuration not stated) | -2% | nt | -25% | 8% | -9% | 10% | 1.1%
CCN1C(=O)C2C(c3ccc(O)c(OC)c3)NC(C)(C(=O)OC)C2C1=O (configuration not stated) | 0% | 0% | 0% | 2%[7.67 µM] | -1% | 7%[38.3 µM] | 0.6%
Cc1ccc2cc3c(NC(=O)CC(C)C)nn(C)c3nc2c1 | 6% | 13% | -8% | 17%[46.1 µM] | -1% | -6%[38.3 µM] | -2.3%
Cc1cc(=O)[nH]c2c1c(=O)[nH]n2C1CC(C)N(C)CC1C (configuration not stated) | -3% | -1% | -1% | ? | 3% | -2%[38.3 µM] | -2.1%
CCC(=O)Nc1cccc(-n2nnnc2SCC(=O)c2ccc(C)c(C)c2)c1 | 0% | ? | 1% | -8% | 1% | 10% | -1.0%
COc1ccc(OCC(O)CN(C)C(=O)/C=C/c2cccc([N+](=O)[O-])c2)cc1 (configuration not stated) | 8% | nt | 8% | -3% | 7% | 2% | -7.9%
O=C1CC(C(=O)N(CC2CCCO2)C(C(=O)NC2CCCCC2)c2ccncc2)CS1 (configuration not stated) | -2% | -6% | 9% | 4%[46.1 µM] | -3% | 0% | -2.0%
CN1C(=O)c2c(sc3c2CC(C)(C)SC3)N2CCN=C12 | 0% | ? | 4% | -1%[46.1 µM] | 3% | 20%[38.3 µM] | 1.6%
CC1Cc2nc(SCC(=O)Nc3ccc4c(c3)OCO4)n(CCc3ccccc3)c(=O)c2S1 (configuration not stated) | 3% | -1% | 13% | -34% | 13% | 5% | -2.0%
O=S1(=O)C=C(SCCN2CCCC2)c2ccccc21 | -3% | 8% | -7% | 5%[46.1 µM] | 3% | 5%[38.3 µM] | 0.0%
Cc1ccnn2c(-c3ccccc3)c3c(=O)n(C)c(=O)n(C)c3c12 | -14% | -1% | 6% | -11%[46.1 µM] | -2% | -4%[38.3 µM] | -4.2%

Screens from PubChem BioAssay.
